Bioassay records deposited in PubChem by several laboratories.
West Nile antiviral – West Nile virus antiviral activity, cell-based, CPE readout (AID 1621). 290,000 compounds, 0.02% hits. West Nile virus-infected cells, CPE inhibition; higher % means a stronger effect. CPE inhibition, % at 10 µM, or IC50 in µM where a hit was titrated; in the data active = a potency from the dose series; inconclusive = CPE inhibition mostly from about 3.7% at the one dose, without a potency; inactive = the rest, 99 in 100 with CPE inhibition below about 2.2%; note: strong numbers were not always called active
CSM14.1 death rescue – rescue of cells from ER stress-induced death, primary screen, 384-well, CSM14.1, thapsigargin, ATP luminescence (AID 1222); 190,000 tested, under 10 active; cellular ATP content (survival), % at 20 µM, or EC50 in µM where a hit was titrated; CSM14.1 thapsigargin-induced death rescue, ATP luminescence; higher % means a stronger effect;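 active = EC50 below 50 µM in the dose-response confirmation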;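 note: death triggered by thapsigargin at about 15 µM added after 2 h compound pretreatment; cell ATP read after overnight thapsigargin exposure of roughly 18 to 22 hours; normalized against plate controls of thapsigargin alone and 5% DMSO vehicle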
P. falciparum M1AAP – P. falciparum M1AAP inhibitors, biochemical, fluorogenic H-Leu-NHMec substrate, 1536-well (AID 1445) | recombinant M1AAP, H-Leu-NHMec fluorogenic kinetic assay; higher % means a stronger effect | one-dose inhibition, % at 30 µM; IC50 in µM for titrated hits | 220,000 compounds, 0.42% hits;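 active = primary inhibition above the hit cutoff, then over 50% inhibition at one or more dose response concentrations, cut at about 23% in these data, passing the limit was not always enough; inconclusive = conflicting primary data, or primary hits not chosen for dose response; inactive = low primary inhibition, or under 50% at every dose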;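 note: plate controls were DMSO full reaction for no effect and no enzyme background for full effect; strong numbers were not always called active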
P. falciparum M17LAP – P. falciparum M17LAP inhibitors, primary screen, biochemical, fluorogenic H-Leu-NHMec substrate, 1536-well (AID 1619); Leucine aminopeptidase (Plasmodium falciparum (isolate 3D7)); recombinant M17LAP, H-Leu-NHMec fluorogenic kinetic assay; higher % means a stronger effect; inhibition, % at 30 µM; hits with a dose series show IC50 in µM; 220,000 compounds, 0.38% hits;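 active = compound inhibiting the enzyme by more than half at any dose during confirmatory dose-response retesting; inconclusive = strong single-dose inhibitors picked by rank but not retested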;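 note: plate controls were full reaction with DMSO carrier for no effect and no enzyme background for full effect; strong numbers were not always called active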
Siah-1 displacement – Siah-1 peptide-binding antagonists, primary screen, biochemical, fluorescence polarization, rhodamine-plectin, uHTS (AID 1817); 290,000 compounds, 0.02% hits; displacement, % at 20 µM, or IC50 in µM where a hit was titrated; Siah-1 / rhodamine-plectin peptide fluorescence polarization; higher % means a stronger effect;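 active = displacement of at least 50% at 20 µM, with a fluorescence ratio check between 0.3 and a set limit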;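 note: plate controls were Siah plus tracer with DMSO for no effect and tracer alone without Siah for full effect; strong numbers were not always called active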
PhoP inhibition – inhibitors of PhoP regulon expression, primary screen, Salmonella Typhimurium, GFP reporter (AID 1863). S. Typhimurium PhoP-regulated promoter GFP reporter, 4 h; higher % means a stronger effect. inhibition, % at 50 µM, or IC50 in µM where a hit was titrated. 300,000 compounds, 0.16% hits;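 active = inhibition over 29.93%, a cutoff 3 SD above the screen mean, later confirmed by dose response; inconclusive = inhibition over 29.93% but no dose response follow-up; inactive = inhibition at most 29.93% or unconfirmed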;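 note: 0% = low Mg2+ inducing control and 100% = high Mg2+ repressing control; strong numbers were not always called active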
PMI inhibition – human PMI inhibitors, high substrate, primary screen, biochemical, fluorescence intensity, high mannose 6-phosphate (AID 1220); Mannose-6-phosphate isomerase (Homo sapiens); recombinant PMI enzyme, coupled fluorescence intensity; higher % means a stronger effect; one-dose inhibition, % at 20 µM; IC50 in µM for titrated hits; 190,000 compounds, 0.66% hits; in the data active = inhibition above about 50%
XIAP antagonists – XIAP antagonists, biochemical, IAP family, fluorescence polarization (AID 1018); E3 ubiquitin-protein ligase XIAP (Homo sapiens); XIAP BIR domain, fluorescence polarization peptide displacement; higher % means a stronger effect; one-dose displacement, % at 20 µM; IC50 in µM for titrated hits; 200,000 compounds, 0.007% hits; in the data active = displacement above about 50%; note: a part of the inactive calls stands beside numbers as strong as those of hits
Yfh1-depleted yeast – enhancers of respiration in Yfh1-depleted yeast, dose response, Friedreich's ataxia, plus single-dose screen (AID 1465). fold induction at 50 µM; hits with a dose series show EC50 in µM. S. cerevisiae Yfh1-off respiration, WST-1 reduction, 72 h; higher fold induction means a stronger effect. 220,000 compounds, 0.074% hits;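 active = fold induction of absorbance versus untreated yeast above a set limit, then at least 30% activation at any dose in follow-up; inconclusive = repeats straddling the limit, or above it without dose testing; inactive = fold induction below the set limit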;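 note: activators that raise dye reduction in frataxin-depleted yeast; strong numbers were not always called active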
Numbers without * were called inactive; i = inactive; ? = inconclusive; . = not tested or not shown. Compounds were not picked by outcome; about 1.6% have a hit in one of these screens.

SMILES | West Nile antiviral | CSM14.1 death rescue | P. falciparum M1AAP | P. falciparum M17LAP | Siah-1 displacement | PhoP inhibition | PMI inhibition | XIAP antagonists | Yfh1-depleted yeast
O=C(c1ccco1)n1nc(-c2ccccc2)nc1SCc1ccccc1 | 0.1% | -1.1% | -0.8% | 2.2% | 0.8% | 2.6% | 13.4% | -7.6% | i
O=C(CCN1C(=O)COc2ccccc21)NCCN1CCOCC1 | -0.7% | -0.9% | -2.5% | 3.0% | -3.4% | 34.8% | 12.0% | -7.4% | i
CN1CC(=O)N(CC(=O)NCc2ccc3c(c2)OCO3)C1=O | 0.1% | -0.6% | -3.8% | -4.5% | -0.1% | -4.8% | 10.5% | -1.8% | i
Clc1cc2cccnc2c2ccccc12 | -0.1% | -0.5% | -2.0% | -4.3% | -2.3% | 2.1% | 27.1% | -12.9% | i
CCN1C(=O)C(O)(CC(=O)c2c(C)coc2C)c2ccccc21 (stereo unspecified) | 0.3% | 0.3% | 2.7% | 4.4% | 0.6% | -1.9% | 7.3% | -3.5% | i
CCOC(=O)C1=C(CS(=O)(=O)c2ccccc2)NC(=O)NC1c1cccc(OC)c1 (stereo unspecified) | 0.1% | -2.3% | -1.3% | 9.1% | 2.6% | 0.4% | 1.2% | -5.1% | i
OCCn1c(SC2CCCCC2)nc2ccccc21 | 0.4% | 0.3% | 6.0% | 33.6% | -1.2% | 14.2% | 7.5% | -1.8% | i
C[C@@]12CC(=O)NC1N(C(=O)c1ccccc1)C(c1ccccc1OC(=O)c1ccccc1)C2 (stereo partly specified) | 0.4% | 1.5% | 15.8% | 2.1% | -0.6% | -3.6% | -1.4% | -9.7% | i
CCOC(=O)N1CCN(C(=O)C2CCCN(S(=O)(=O)c3ccc(C)cc3)C2)CC1 (stereo unspecified) | -0.9% | 1.9% | -8.0% | 3.0% | 2.7% | 13.9% | 3.1% | -4.1% | i
CC(=O)CCc1oc2ccc(NC(C)=O)cc2c1-c1ccc(C)o1 | 0.4% | -2.0% | 4.5% | 4.7% | -4.0% | -1.2% | -38.4% | -6.3% | ?
CCCNC(=O)NC1CCCc2ccccc21 (stereo unspecified) | -0.6% | -0.9% | -3.4% | -7.0% | 9.8% | 3.6% | 3.5% | -2.1% | i
Cc1cc(C)c(C#N)c(N2CCCC2)n1 | 0.3% | -3.0% | 2.6% | -0.6% | -0.5% | -5.6% | 10.8% | -2.2% | i
COc1ccccc1CN1C(=O)CN(C2CCCCCC2)C(=O)C1c1ccc(F)cc1 (stereo unspecified) | 0.1% | -1.6% | 6.4% | 4.3% | 0.1% | 8.1% | 17.6% | -5.2% | i
O=C(CN1CCN(CC(=O)Nc2ccccc2Cl)CC1)Nc1ccc2c(c1)OCCO2 | 0.2% | -0.8% | 4.0% | 13.4% | 1.6% | -3.0% | -102.4% | -5.5% | i
Cc1ccc(-n2nc3cc(C)c(NC(=O)c4cccnc4)cc3n2)cc1 | 0.3% | 7.0% | -1.4% | 4.5% | 1.8% | 7.4% | -7.4% | -2.1% | i

Reprinted at random: two records from the list, in no set order.
SMILES | West Nile antiviral | CSM14.1 death rescue | P. falciparum M1AAP | P. falciparum M17LAP | Siah-1 displacement | PhoP inhibition | PMI inhibition | XIAP antagonists | Yfh1-depleted yeast
O=C(CN1CCN(CC(=O)Nc2ccccc2Cl)CC1)Nc1ccc2c(c1)OCCO2 | 0.2% | -0.8% | 4.0% | 13.4% | 1.6% | -3.0% | -102.4% | -5.5% | i
Cc1cc(C)c(C#N)c(N2CCCC2)n1 | 0.3% | -3.0% | 2.6% | -0.6% | -0.5% | -5.6% | 10.8% | -2.2% | i

Further compounds follow.
SMILES | West Nile antiviral | CSM14.1 death rescue | P. falciparum M1AAP | P. falciparum M17LAP | Siah-1 displacement | PhoP inhibition | PMI inhibition | XIAP antagonists | Yfh1-depleted yeast
O=[N+]([O-])c1ccc(-c2csc(Nc3ccccc3)[n+]2Cc2ccccc2)cc1 | -1.6% | 1.1% | -1.1% | -0.6% | -1.3% | 20.9% | -16.6% | -8.1% | i
CCOC(=O)c1cc(S(=O)(=O)N2CCN(C(=O)OCC)CC2)cn1C | -0.4% | -1.9% | 5.4% | -8.4% | -5.4% | 13.1% | 8.9% | -4.6% | i
O=C(Cc1ccc(F)cc1)Nc1nnc(SCC(=O)NC2CCCC2)s1 | -0.5% | 1.3% | 2.4% | -6.5% | 0.7% | 0.3% | 1.7% | -3.1% | i
CCOc1ccccc1NC(=O)C(=O)N/N=C/c1ccc([N+](=O)[O-])cc1 | 0.1% | -0.5% | 5.1% | -0.3% | 1.6% | 1.1% | 7.4% | -3.3% | i
CCN1CCc2c(sc(N)c2C#N)C1 | 0.1% | . | 12.2% | -15.2% | -2.5% | -21.7% | -5.8% | -9.7% | i
O=C(C1CCCO1)N1CCN(C(=S)Nc2ccc(F)cc2)CC1 (stereo unspecified) | 0.6% | 5.5% | -3.8% | 3.1% | -2.7% | 0.8% | 1.4% | -5.0% | i
CCN(CC)S(=O)(=O)c1ccc(NS(=O)(=O)c2ccc(OC)c([N+](=O)[O-])c2)cc1 | 0.5% | -1.2% | 6.8% | 7.5% | 1.0% | 0.4% | -1.5% | 3.7% | i
C/C(=N\Nc1ccc(F)cc1F)c1ccc(F)cc1 | -0.4% | 1.8% | 0.2% | 9.0% | 5.1% | -6.3% | -135.3% | -1.7% | i
Cc1cc(C)cc(OCC(=O)NCC2CCCO2)c1 (stereo unspecified) | -0.2% | 7.5% | 12.8% | -3.5% | -1.2% | 27.4% | 5.9% | -5.7% | i
C/C(Cn1cnc([N+](=O)[O-])n1)=N/NC(=O)COc1c(Cl)cc(Cl)cc1Cl | -1.0% | 15.6% | 3.3% | -3.5% | 5.6% | 2.6% | 3.2% | -2.0% | i
Cn1c(NC(=O)/C=C/c2ccccc2)cc(=O)n(C)c1=O | -0.4% | 0.0% | 12.0% | 9.8% | 1.6% | -14.3% | -2.6% | -2.0% | i
Cc1ccc(COc2ccc(C(=O)NN)cc2)cc1 | -0.7% | -2.0% | 2.5% | 0.1% | -0.5% | -7.5% | 10.0% | -2.4% | i
O=C(CCn1c(=S)[nH]c2ccccc2c1=O)NCCCN1CCCC1=O | 0.2% | -1.6% | 5.8% | 7.3% | -1.0% | 5.1% | 11.1% | -4.5% | i
N#Cc1nc(COc2ccc(F)cc2)oc1N1CCN(Cc2ccccc2)CC1 | . | . | -10.2% | 4.2% | 3.0% | 11.1% | 17.6% | -0.9% | .
O=C(CC1NCCNC1=O)Nc1ccc2c(c1)OCO2 (stereo unspecified) | 0.2% | -0.6% | 6.8% | -2.3% | 0.4% | -10.2% | 8.0% | -9.5% | i
O=C(NC1CCCCC1)c1ccccc1NC(=O)C1CC(=O)N(c2ccc(Cl)cc2)C1 (stereo unspecified) | -0.5% | -3.9% | -2.2% | 15.2% | -2.0% | 5.7% | 7.9% | -3.0% | i
COc1ccccc1C/C(N)=N/OC(=O)c1cccs1 | -1.0% | 0.3% | 0.7% | -0.3% | 7.3% | 5.2% | -1.7% | -2.4% | i
COC(=O)Cc1[nH]c(Cl)nc1C(N)=O | 0.0% | . | 2.6% | 4.5% | -3.8% | 2.1% | . | . | i
C/C(=N\NC(=O)Cn1c(-c2ccccn2)nc2ccccc21)c1cccc(O)c1 | -0.6% | -0.2% | 10.3% | 8.7% | 8.3% | -2.1% | -16.2% | -1.5% | i
O=C(CN1C(=O)c2ccccc2C1=O)Nc1sc2c(c1C(=O)NCc1ccco1)CCCC2 | 0.2% | 1.4% | 3.9% | 10.2% | -5.9% | 5.2% | 9.8% | -5.5% | i
CC(C)(C)c1nc(C(C)(C)C)c(Br)c(=O)[nH]1 | -1.1% | -0.7% | 10.2% | -6.6% | -9.1% | -11.5% | 9.6% | 2.7% | i
Cc1cc(C(C)C)n2c(nc3ccccc32)c1C#N | -0.5% | -0.4% | 6.2% | 2.8% | -8.6% | -6.5% | 3.8% | -6.1% | i
O=C(O)C1C2C=CC(C2)C1C(=O)Nc1cccc(C(=O)N2CCCCC2)c1 (stereo unspecified) | 0.0% | -2.6% | 3.2% | 2.6% | -2.1% | -3.1% | -4.9% | -2.1% | i
CCc1nccn1-c1cc(C(C)(C)C)nc2c(-c3ccc(Cl)cc3)cnn12 | -0.4% | 0.7% | 12.3% | -0.1% | 15.1% | -0.3% | 9.0% | -0.3% | i
Cc1ccc(S(=O)(=O)C2(S(=O)(=O)c3ccc(C)cc3)CC2)cc1 | -0.9% | . | 4.2% | 4.4% | -3.9% | -10.8% | . | . | i
Cn1nc(C(F)(F)F)c(-c2ccc(Br)cc2)c1NC(=O)c1ccco1 | -0.4% | . | -1.9% | 4.7% | -3.4% | -4.6% | . | . | i
CC(C)=CCN1CCN(Cc2nc(-c3ccccc3)cs2)CC1CCO (stereo unspecified) | -0.8% | 0.5% | -2.3% | -1.6% | -5.7% | 1.1% | 2.3% | -7.6% | i
Cc1noc(C)c1-c1nc(CSc2ccc(Cl)cc2)no1 | -0.2% | . | 8.5% | 4.3% | 12.6% | -7.2% | . | . | i
CCCn1nnc(NC(=S)NC(=O)c2cccs2)n1 | 0.2% | 2.3% | 4.8% | 7.0% | 11.3% | -5.8% | -22.5% | -3.6% | i
Cc1cccc(N2CCN(CC(=O)Nc3ccc(-n4cnnn4)cc3)CC2)c1C | -0.1% | 2.2% | 1.0% | -3.2% | 4.0% | 8.3% | 8.0% | -4.9% | i
NC(=O)CC(NC(=O)c1ccc(Br)cc1)c1ccc(NCc2ccc(F)c(F)c2)c([N+](=O)[O-])c1 (stereo unspecified) | -0.2% | . | 0.1% | 1.7% | 13.4% | -3.9% | . | . | i
O=C(CCCOc1ccccc1)Nc1cccc([N+](=O)[O-])c1 | -0.9% | 0.6% | -0.6% | 2.9% | -2.5% | -6.1% | 6.5% | -4.3% | i
CN(C)c1nc(OCCNC(=O)COc2ccccc2Cl)nc(N(C)C)n1 | -1.1% | -1.5% | -2.9% | 7.8% | -2.3% | 3.9% | 4.5% | -2.4% | i
Cn1cc(CN2CCc3c([nH]c4ccccc34)C2C2CCCCC2)cn1 (stereo unspecified) | -0.8% | 0.3% | -1.8% | -0.5% | -2.5% | 3.9% | 10.9% | -10.3% | i
